# LYPLA1 counter = LYPLA1 inhibitors, primary screen, counter-screen for PME1 inhibitor project, biochemical, fluorescence polarization, FP-Rh probe ABPP. recombinant LYPLA1. 320,000 tested, 0.16% active. AID 2174, 2009. inhibition, % at 5.9 µM;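 active means inhibition above the mean of all tested compounds plus 3 SD, set per campaign, cut at about 14% in these data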;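 further: inhibitors block serine hydrolase probe labeling of LYPLA1 so polarization falls; 0% = enzyme with DMSO and 100% = wells lacking LYPLA1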
# LYPLA2 counter = LYPLA2 inhibitors, primary screen, counter-screen for PME1 inhibitor project, biochemical, fluorescence polarization, FP-Rh probe ABPP. recombinant LYPLA2. Acyl-protein thioesterase 2 (Homo sapiens), O95372. inhibition, % at 5.9 µM. 320,000 tested, 0.38% active;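 active means inhibition above the screen-wide mean plus 3 SD, limit set per campaign, cut at about 26% in these data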;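 further: 0% = LYPLA2 with DMSO and 100% = wells lacking LYPLA2 enzyme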
# PAFAH2 inh = PAFAH2 enzyme inhibitors, primary screen, biochemical, fluorescence polarization, human. inhibition, % at 3.39 µM. recombinant PAFAH2, FP-rhodamine activity probe. 340,000 tested, 0.99% active. Platelet-activating factor acetylhydrolase 2, cytoplasmic (Homo sapiens), Q99487;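 active means inhibition above the mean over all tested compounds plus 3 SD, cut at about 30% in these data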;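 further: inhibitors block probe labeling of enzyme so polarization drops; 0% = enzyme with DMSO and 100% = wells lacking PAFAH2 protein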
# GSTO1 counter = inhibitors of recombinant GSTO1, primary screen, counter-screen for RBBP9 inhibitor project, biochemical, fluorescence polarization; Glutathione S-transferase omega-1 (Homo sapiens), P78417; activity-based probe fluorescence polarization; inhibition, % at 5.96 µM; 300,000 tested, 1.1% active; AID 1974, 2009;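 active means inhibition above the campaign mean inhibition plus 3 SD, cut at about 35% in these data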;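 further: 0% = GSTO1-1 with DMSO and 100% = wells lacking GSTO1-1 enzyme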
# PREPL inhibitor = PREPL enzyme inhibitors, primary screen, biochemical, fluorescence polarization; 320,000 tested, 0.68% active; inhibition, % at 5.96 µM; recombinant PREPL, fluorescence polarization activity-based probe; in the data active means inhibition above about 43%;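 further: 0% = enzyme with DMSO and 100% = wells lacking enzyme; many of its hits are not listed in these tables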
# pPAFAH inh = pPAFAH enzyme inhibitors, primary screen, biochemical, fluorescence polarization, human; Platelet-activating factor acetylhydrolase (Homo sapiens), Q13093; recombinant pPAFAH, FP-rhodamine probe fluorescence polarization; inhibition, % at 3.39 µM; 330,000 tested, 1.5% active; AID 463082, 2010;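 active means inhibition above the mean inhibition across the screen plus 3 SD, cut at about 25% in these data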;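 further: inhibitors block binding of the rhodamine activity-based probe so polarization drops; 0% = enzyme with DMSO and 100% = wells lacking pPAFAH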
# Target sequence (Q13093 whole entry, looked up): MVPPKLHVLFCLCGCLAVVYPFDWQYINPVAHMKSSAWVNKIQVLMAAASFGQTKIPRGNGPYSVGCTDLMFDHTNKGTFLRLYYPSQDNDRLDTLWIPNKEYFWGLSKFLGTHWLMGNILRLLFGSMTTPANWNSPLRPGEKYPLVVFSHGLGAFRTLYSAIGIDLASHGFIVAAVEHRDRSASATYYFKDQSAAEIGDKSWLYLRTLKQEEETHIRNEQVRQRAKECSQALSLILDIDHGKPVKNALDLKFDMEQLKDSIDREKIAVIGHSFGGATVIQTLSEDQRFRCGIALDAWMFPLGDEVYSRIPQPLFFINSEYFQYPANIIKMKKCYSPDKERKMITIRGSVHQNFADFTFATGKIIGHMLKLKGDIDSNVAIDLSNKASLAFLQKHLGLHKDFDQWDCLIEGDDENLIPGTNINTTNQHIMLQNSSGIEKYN
# PAFAH1B3 inh = PAFAH1B3 enzyme inhibitors, primary screen, biochemical, fluorescence polarization, human; Platelet-activating factor acetylhydrolase IB subunit alpha1 (Homo sapiens), Q15102; recombinant PAFAH1B3, FP-rhodamine probe; inhibition, % at 3.39 µM; 340,000 tested, 0.28% active; AID 492972, 2010;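 active means inhibition above the screen-wide average of all tested compounds plus 3 SD, cut at about 25% in these data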;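 further: 0% = enzyme with DMSO only and 100% = wells lacking PAFAH1B3 protein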
# Target sequence (Q15102 whole entry, looked up): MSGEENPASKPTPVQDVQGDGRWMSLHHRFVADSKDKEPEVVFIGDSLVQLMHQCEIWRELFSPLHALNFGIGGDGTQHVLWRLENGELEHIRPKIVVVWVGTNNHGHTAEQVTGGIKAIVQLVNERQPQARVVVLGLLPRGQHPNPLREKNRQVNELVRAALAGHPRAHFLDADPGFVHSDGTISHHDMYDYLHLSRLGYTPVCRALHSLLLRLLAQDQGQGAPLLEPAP
# PAD4 FP inh = human PAD4 inhibitors, primary screen, biochemical, fluorescence polarization, 1536-well format; Protein-arginine deiminase type-4 (Homo sapiens), Q9UM07; recombinant PAD4, RCA probe fluorescence polarization; inhibition, % at 6.36 µM; 330,000 tested, 0.41% active; AID 485272, 2010;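 active means percent inhibition above a cutoff equal to the mean of all tested compounds plus 3 SD, cut at about 15% in these data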;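 further: 0% = PAD4 with RCA probe and DMSO and 100% = probe without PAD4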
# PAFAH1B2 FP inh = PAFAH1B2 enzyme inhibitors, primary screen, biochemical, fluorescence polarization, human | Platelet-activating factor acetylhydrolase IB subunit alpha2 (Homo sapiens), P68402 | recombinant PAFAH1B2, FP-rhodamine activity probe | inhibition, % at 3.39 µM | 340,000 tested, 1.2% active;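 active means inhibition above the mean of all tested compounds plus 3 SD, cut at about 24% in these data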;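 further: 0% = enzyme with DMSO and 100% = wells lacking PAFAH1B2; many of its hits are not listed in these tables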
# Target sequence (P68402 whole entry, looked up): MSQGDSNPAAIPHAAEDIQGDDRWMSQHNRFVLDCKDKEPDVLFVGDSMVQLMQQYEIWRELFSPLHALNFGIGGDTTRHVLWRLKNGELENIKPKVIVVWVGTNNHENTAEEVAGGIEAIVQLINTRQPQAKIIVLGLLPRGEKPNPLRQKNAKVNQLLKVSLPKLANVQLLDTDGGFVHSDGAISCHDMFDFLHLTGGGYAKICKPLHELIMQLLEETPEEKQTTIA
# Numbers without * were called inactive; . = no result given. A portion of the library; rates above refer to the full screens.
SMILES,LYPLA1 counter,LYPLA2 counter,PAFAH2 inh,GSTO1 counter,PREPL inhibitor,pPAFAH inh,PAFAH1B3 inh,PAD4 FP inh,PAFAH1B2 FP inh
Cc1ccc(C(=O)NCC(=O)OCC(=O)NCCc2ccccc2)s1,-3.3,-4.3,9.0,-9.7,-9.8,4.7,6.6,-2.1,2.9
O=C1c2ccccc2S(=O)(=O)c2cc(N3CCN(c4ccccc4)CC3)ccc21,-6.5,5.1,.,2.1,25.4,3.2,.,-2.4,.
N#CC1(c2ccccc2)CCCN1C(=O)c1ccccc1Cl (stereo unspecified),-3.0,-4.3,-1.0,-4.6,-2.9,0.0,0.8,-0.4,0.0
CC(=O)Nc1ccc(S(=O)(=O)NNC(=O)c2ccc(C)cc2)cc1,1.0,1.1,4.7,5.2,14.2,-2.2,1.0,-6.0,0.2
Cn1nnc(NC(=O)CSc2ccc(Cl)cc2)n1,2.8,-5.0,-7.8,4.3,0.7,3.4,-0.9,-4.5,24.7*
COc1cc(C(=O)NC2CC3CCCC(C2)N3Cc2ccccc2)cc(OC)c1OC (stereo unspecified),0.6,0.8,4.5,1.8,-0.5,-0.1,8.4,-2.4,9.3
CC(C)(C)NCc1cccn1-c1sc2c(c1C#N)CCCC2,3.8,0.3,2.3,0.0,4.7,-5.0,-2.2,9.8,-3.2
CC(C)(C)C(=O)COC(=O)C1=NN(c2ccccc2)C(=O)CC1,-1.5,-1.9,-2.2,-5.6,15.9,-1.7,-1.7,-1.8,0.5
CCOc1ccc(Cc2onc3c2C(=O)CCC3)cc1OCC,3.1,8.7,5.1,-0.7,4.7,3.5,5.6,3.2,1.9
Cc1nnc2c(N(C)S(=O)(=O)c3ccccc3)nc3ccccc3n12,0.7,3.3,-5.3,0.2,5.5,6.5,7.5,-3.2,-0.4
Fc1ccc(N2CCN(Cc3cn[nH]c3-c3ccccc3)CC2)cc1,-0.7,1.2,-3.8,1.6,1.1,2.1,12.1,2.5,1.9
COc1ccc(Br)cc1S(=O)(=O)NNC(=O)c1c(C)nc2ccccn12,3.4,-2.8,.,7.5,8.0,2.4,.,-1.7,.
CCSc1nc2ccccc2n1CC(N)=O,-0.2,1.5,4.5,1.4,8.3,-0.5,7.5,-2.5,2.0
CC(CN(C)Cc1ccccc1)OC(=O)c1ccccc1F (stereo unspecified),-0.6,2.8,-4.5,-0.8,6.8,3.0,14.9,-5.1,3.0
CCCCN(C)C(=O)C1CCN(Cc2ccccn2)CC1,1.7,-0.9,-1.7,4.2,17.4,-5.3,1.2,1.0,0.7
Cc1ccc2c(c1)c1nnc(SCC(=O)NC3CC3)nc1n2C,-1.6,-0.6,10.4,0.0,1.0,3.9,9.5,-7.6,6.5
COc1ccc(C(=O)c2ccc(Cl)cc2)cc1,-4.3,-0.7,-4.6,0.6,-9.5,3.9,1.3,-3.0,-1.6
COc1ccc(C2CC(c3c(-c4ccccc4)c4cc(Cl)ccc4[nH]c3=O)=NN2C(=O)CCC(=O)O)cc1 (stereo unspecified),-1.3,-3.8,3.7,0.9,1.3,1.4,2.8,-6.0,3.3
COc1cccc(-c2nc(CC(=O)O)cs2)c1OC,2.5,4.7,-4.1,8.4,0.4,2.3,-10.4,-3.9,1.4
Cc1ccccc1CN(C)C(=O)[C@H](Cc1ccccc1)NC(=O)c1ccco1,-2.3,1.4,-0.8,.,-2.3,-2.2,7.1,1.1,6.0

# Molecules listed so far that contain an NH in an aromatic ring (two):
SMILES,LYPLA1 counter,LYPLA2 counter,PAFAH2 inh,GSTO1 counter,PREPL inhibitor,pPAFAH inh,PAFAH1B3 inh,PAD4 FP inh,PAFAH1B2 FP inh
Fc1ccc(N2CCN(Cc3cn[nH]c3-c3ccccc3)CC2)cc1,-0.7,1.2,-3.8,1.6,1.1,2.1,12.1,2.5,1.9
COc1ccc(C2CC(c3c(-c4ccccc4)c4cc(Cl)ccc4[nH]c3=O)=NN2C(=O)CCC(=O)O)cc1 (stereo unspecified),-1.3,-3.8,3.7,0.9,1.3,1.4,2.8,-6.0,3.3

# Continuation.
SMILES,LYPLA1 counter,LYPLA2 counter,PAFAH2 inh,GSTO1 counter,PREPL inhibitor,pPAFAH inh,PAFAH1B3 inh,PAD4 FP inh,PAFAH1B2 FP inh
Cc1ccc(SCC(=O)NCCCN2CCOCC2)cc1,-0.1,-2.3,-3.1,6.7,2.3,1.1,6.9,-6.8,8.9
c1ccc2oc(SCc3nc4ccccc4s3)nc2c1,-4.8,1.2,-2.1,-8.4,-1.7,-2.4,2.8,-6.8,-0.4
COc1cccc(OC)c1OCCCOc1c(OC)cccc1OC,-1.4,2.5,4.8,0.3,-0.3,3.2,2.2,-2.0,1.7
O=C(O)CCCCCCNC(=O)c1cncc(O)c1,-0.7,1.8,1.3,1.5,4.8,-0.2,11.3,3.0,7.8
CCc1nc2ccc(C(=O)NCCc3ccc(OC)c(OC)c3)cc2nc1CC,-1.4,2.3,4.1,-1.1,5.4,1.1,13.2,-0.4,3.4
CCNC(=S)N1CCN(c2ncccn2)CC1,-0.7,1.1,4.5,6.3,-1.1,0.6,4.0,-7.5,2.5
O=C(CN1CCOCC1)Nc1ncc(Cc2ccccc2Cl)s1,-0.3,2.8,5.0,-1.1,16.6,8.2,0.7,-0.6,6.9
CC1CN(C2=Nc3cccc4cccc2c34)CC(C)O1 (stereo unspecified),1.8,-3.5,5.0,1.6,4.9,-2.2,5.5,-3.2,5.4
Cc1ccc(C(=O)Nc2ccc(-c3csc(C)n3)cc2)cc1,-3.6,4.9,-19.5,0.8,-3.0,-4.8,-2.8,2.0,-3.5
O=C(Nc1ccc(F)cc1F)c1ccc(S(=O)(=O)N2CCCCC2)cc1,-1.3,3.3,-2.4,-2.6,-7.6,2.5,8.8,-0.2,4.0
CC(=N[C@@H]1CCCC[C@H]1N=C(C)c1ccccc1O)c1ccccc1O,4.4,6.8,7.1,2.2,3.5,4.2,0.8,-1.2,-4.7
COc1ccc(N2CC(C(=O)NCCc3ccc(Cl)cc3)CC2=O)c(OC)c1 (stereo unspecified),-4.2,-5.4,7.0,-3.4,3.2,2.5,-4.4,-14.8,5.8
CCOc1ccc(NC(=O)CN(C)C(=O)CCc2ccccc2Cl)cc1OCC,-1.9,-1.0,9.2,-5.7,17.2,7.8,0.6,-5.7,-1.0
O=C(NC1CCCc2ccccc21)c1ccc(F)cc1F (stereo unspecified),4.4,6.3,3.7,-2.5,7.3,4.3,4.0,-6.4,4.9
Cc1cc(C)nc(SCC(=O)NNC(=O)c2ccccc2C)n1,0.3,6.0,-4.2,10.5,21.0,-1.2,1.3,2.9,-2.6
Cc1ccc(NC(=O)c2ccc(=O)[nH]n2)cc1C,-1.7,0.0,-1.8,1.6,3.0,0.8,8.7,2.9,8.8
O=C(COC(=O)c1ccccn1)NCc1ccccc1Cl,3.4,2.9,-2.1,0.5,6.2,0.2,-13.8,0.5,6.3
COc1ccccc1-c1cc(C(F)(F)F)nc(S(C)(=O)=O)n1,-4.5,2.5,-7.6,-24.3,-3.4,5.6,-2.5,0.4,1.1
N#CCC(=O)NC(=O)NCC1CC1,-0.6,-2.2,-1.0,7.4,5.1,1.7,9.5,5.9,4.5
COc1ccccc1Nc1nc(-c2cccnc2)cs1,5.1,9.9,3.1,4.9,16.3,5.7,9.9,-0.9,4.7
COc1ccccc1NC=C1C(=O)OC2(CCCCC2)OC1=O,-2.7,2.2,7.7,-9.2,7.4,4.3,6.5,-2.3,3.3
CC(C)(C)C1CCC(=NNC(=O)C(=O)NCc2ccco2)CC1 (stereo unspecified),1.4,3.6,0.3,1.3,2.5,5.5,-0.8,-4.9,-1.7
CCCNC(=S)Nc1ccc(Cl)cc1Cl,-0.1,15.3,-4.3,-4.5,-2.6,1.9,-2.0,2.0,4.7
O=C(Nc1nnc(C(F)(F)F)s1)c1c(F)cccc1F,3.6,8.7,3.5,-7.0,-12.5,0.6,7.5,3.4,5.2
O=C1c2ccccc2C(=O)N1CN(C(=O)COc1ccccc1)c1ccc(F)cc1,0.0,-2.4,0.2,-3.5,-9.2,-2.7,2.4,-6.4,2.0
O=C(Nc1ccc2nc3n(c(=O)c2c1)CCCCC3)C(=O)N1CCN(c2ccc(F)cc2)CC1,2.8,5.3,-2.4,-5.1,3.1,3.1,3.3,-3.4,1.1
CCC1CCCCN1C(=O)COC(=O)COc1ccc(Br)cc1 (stereo unspecified),.,.,11.2,.,19.3,3.6,7.5,1.8,14.4
Cc1nnsc1C(=O)N1CCCC(Nc2ccc(F)c(F)c2)C1 (stereo unspecified),-3.8,1.6,-5.6,9.3,3.3,6.7,-5.5,-1.8,6.5
O=C(NCCC1=CCCCC1)C1CCN(S(=O)(=O)c2ccccc2C(F)(F)F)CC1,4.1,5.3,-6.9,8.7,-3.2,-4.5,-1.4,-1.2,-2.0
CCN(CC)S(=O)(=O)c1ccc(/C=C/C(=O)OCC(=O)NC(=O)C2COc3ccccc3O2)cc1 (stereo unspecified),.,.,9.8,.,1.3,3.8,8.5,2.0,4.3
CCOC(=O)N1CCN(C(=O)C2CCC(=O)N(Cc3cccc(C(F)(F)F)c3)C2)CC1 (stereo unspecified),0.9,-7.6,9.4,-11.9,5.5,3.0,-0.3,0.2,-0.1
COc1cc2c(cc1OC)[C@@H](Cc1ccc(OCCC#N)cc1)N(C)CC2,1.6,4.7,-2.9,3.3,5.8,2.3,13.0,8.0,4.7
Cc1ccc(NC(=O)CN(C)C(=O)c2ccccc2OCc2c(C)noc2C)cc1,1.8,1.2,-1.7,3.1,-4.2,2.5,2.7,-0.5,4.5
CCOC(=O)C1CCCN(CCSc2ccc(C)cc2)C1 (stereo unspecified),1.3,0.1,0.1,-1.0,2.5,0.7,3.7,-1.2,7.8
CSc1ccc(C(=O)C2CCCN(S(=O)(=O)c3c(C)noc3C)C2)cc1 (stereo unspecified),-1.4,3.8,11.9,6.5,6.7,0.3,7.7,-1.6,5.1
Cc1cc(C)c(S(C)(=O)=O)c(Oc2ccccc2C)n1,1.9,0.6,4.9,3.0,-1.2,-2.4,2.4,-2.4,0.3
N#C/C(=C\c1ccccc1O)C(=O)Nc1ccccn1,1.4,10.5,4.9,-0.9,9.1,2.0,-3.4,0.0,5.0
O=C(CN1CCCCCC1)Nc1ccc(F)c(F)c1F,-1.1,-3.9,-3.4,13.3,6.0,-4.2,3.4,-5.2,-1.8
CCS(=O)(=O)N1CCN=C1SC(C)c1ccccc1 (stereo unspecified),-1.4,5.3,-0.6,5.2,6.2,6.7,4.2,-2.4,0.9
CCn1c(SCC(=O)Nc2sc(C)c(C)c2C#N)nnc1C(C)C,0.6,6.6,-5.6,-1.7,14.3,-3.7,-1.4,-2.8,5.5
COc1ccc2c(C)cc(SCC#N)nc2c1,-0.7,-6.3,5.5,-7.0,5.6,3.4,10.1,-4.3,-4.0
Cc1ccc(-c2nnc(N(C)C(=O)c3cccnc3)s2)cc1,2.6,1.8,-6.9,-3.0,13.6,7.5,2.6,-2.7,4.3
